3CLpro inhibitor – SARS-CoV 3CLpro protease inhibitors, primary screen, biochemical, quenched FRET; inhibition, % at 6 µM; hit rate 0.14% among 290,000; recombinant SARS-CoV 3CLpro, quenched FRET peptide cleavage; AID 1706, 2009; in the data active = inhibition above about 12%
Rv3671c inh – Rv3671c serine protease inhibitors, primary screen, biochemical, fluorescence polarization, M. tuberculosis H37Rv; P9WHR9; inhibition, % at 5.96 µM; hit rate 0.048% among 320,000; in the data active = inhibition above about 38%;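 also: extracellular domain of Rv3671c used as enzyme; 0% = enzyme with DMSO and 100% = no enzyme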
Target sequence (P9WHR9 whole entry, looked up, the tested form may be a part): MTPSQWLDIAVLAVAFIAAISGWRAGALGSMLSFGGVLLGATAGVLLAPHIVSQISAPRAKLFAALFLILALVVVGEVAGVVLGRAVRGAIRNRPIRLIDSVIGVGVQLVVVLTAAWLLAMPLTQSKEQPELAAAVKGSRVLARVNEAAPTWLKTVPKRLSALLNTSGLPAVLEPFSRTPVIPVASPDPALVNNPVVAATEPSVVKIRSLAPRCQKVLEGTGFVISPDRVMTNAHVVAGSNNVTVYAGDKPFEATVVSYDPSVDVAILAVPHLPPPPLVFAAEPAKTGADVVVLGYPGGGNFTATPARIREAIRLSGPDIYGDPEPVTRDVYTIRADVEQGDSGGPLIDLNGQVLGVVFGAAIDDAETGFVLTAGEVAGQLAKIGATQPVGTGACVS
TcdB inh – TcdB glycohydrolase inhibitors, primary screen, biochemical, single point, plate reader | TcdB glycohydrolase enzymatic assay | inhibition, % at 9.99 µM | hit rate 0.24% among 350,000 | AID 652162, 2013; in the data active = inhibition above about 10%
Yp Topo-I inh – Yersinia pestis topoisomerase I inhibitors, primary screen, biochemical, cleavage product accumulation, plate reader, single point | Y. pestis Topo-I cleavage product accumulation | activity, % at 10 µM | AID 504884, 2011 | hit rate 0.064% among 360,000; in the data active = activity above about 50%, passing the limit was not always enough; also: inactives centre near 2
BH1578 lux ind – inducers of Vibrio cholerae quorum light production without autoinducers, primary screen, BH1578 luxS cqsA deficient, single point; V. cholerae BH1578 lux reporter, luminescence, 6 h; activation, % at 18.7 µM; hit rate 0.16% among 350,000; in the data active = activation mostly above about 9.7%, no sharp cut-off; also: not every result past the cut was called active; inactives centre near 0; reference of the scale not given here
PrPC surface inh – inhibitors of human cell surface prion protein PrPC, primary screen, cell-based, TR-FRET. hit rate 0.43% among 370,000. TR-FRET read-out. AID 720596, 2013. inhibition, % at 13.8 µM. Major prion protein (Homo sapiens), P04156; in the data active = inhibition above about 24%; also: 0% = median of the test wells and 100% = reference compound wells
DUSP3 inh – VHR1 phosphatase inhibitors, primary screen, biochemical, absorbance, uHTS. Dual specificity protein phosphatase 3 (Homo sapiens), P51452. recombinant VHR phosphatase, pNPP absorbance. inhibition, % at 13.3 µM. hit rate 0.52% among 290,000. AID 1654, 2009; in the data active = inhibition above about 50%; also: some compounds called inactive have numbers as strong as hits
Target sequence (P51452 whole entry, looked up): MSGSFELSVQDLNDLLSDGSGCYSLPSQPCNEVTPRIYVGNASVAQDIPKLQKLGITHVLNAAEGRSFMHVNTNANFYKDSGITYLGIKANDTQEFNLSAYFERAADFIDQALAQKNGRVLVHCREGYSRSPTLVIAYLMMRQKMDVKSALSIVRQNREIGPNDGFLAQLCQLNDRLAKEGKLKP
CCHF vOTU inh – CCHFV vOTU protease inhibitors, primary screen, biochemical, Pep-AMC substrate, fluorescence; Crimean-Congo hemorrhagic fever virus L polyprotein viral ovarian tumor (vOTU) protease …; inhibition, % at 11.5 µM; AID 651958, 2012; hit rate 0.55% among 370,000; in the data active = inhibition above about 30%; also: 0% = vehicle wells with enzyme and 100% = no enzyme wells
SSB-PriA inh – inhibitors of Klebsiella pneumoniae PriA binding to SSB C-terminal tail, primary screen, biochemical, AlphaScreen | PriA–SSB C-terminal tail interaction (Klebsiella pneumoniae) | AlphaScreen SSBct-PriA binding, biotinylated peptide | inhibition, % at 33 µM | hit rate 0.6% among 430,000; in the data active = inhibition mostly above about 37%, no sharp cut-off; inactive = mostly below about 20%;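 also: plate controls were negative control peptide for no effect and reference peptide for full effect; strong numbers were not always called active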
MazEF act – activators of E. coli MazEF toxin-antitoxin RNase, primary screen, biochemical, fluorescence, uHTS; Endoribonuclease toxin MazF (Escherichia coli (strain K12)), P0AE70; FAM/BHQ RNA-DNA oligo cleavage fluorescence, 5 h; activation, % at 20 µM; hit rate 0.32% among 350,000; in the data active = activation above about 50%
Target sequence (P0AE70 whole entry, looked up): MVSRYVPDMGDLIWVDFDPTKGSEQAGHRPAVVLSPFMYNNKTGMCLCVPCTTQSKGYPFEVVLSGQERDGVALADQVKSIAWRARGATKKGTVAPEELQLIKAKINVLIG
The depositor's hits bear a star; i = inactive; . = no result given; & = joins results of further samples. An excerpt; rates above refer to the full screens.

SMILES	3CLpro inhibitor	Rv3671c inh	TcdB inh	Yp Topo-I inh	BH1578 lux ind	PrPC surface inh	DUSP3 inh	CCHF vOTU inh	SSB-PriA inh	MazEF act
COc1ccccc1-c1cc(C(F)(F)F)nc(N2CCCCC2)n1	-4	5	.	-1	-0.5	-6	27	-12	-116	-3
CN(C)CCCN(C(=O)c1ccc(S(=O)(=O)N2CCCCCC2)cc1)c1nc2c(F)cc(F)cc2s1	.	1	1.9	-8	3.2	-10	.	-2	8&8	23
Cc1nc2ccc(NC(=O)C(F)(F)F)cc2o1	-3	5	.	9	-5.6	-2	4	-8	-1	-5
O=C(CC1Nc2ccccc2NC1=O)Nc1ccc2c(c1)OCO2 (configuration not stated)	0	16	-0.6	5	-0.1	8	16	5	6	7
Cc1cc(NC(=O)CN2C(=O)NC(C)(c3ccc(Cl)cc3)C2=O)no1 (configuration not stated)	2	-4	0.5	3	-0.3	3	6	-2	-12	7
O=C(CSc1nc(Cc2ccccc2)nc2ccccc12)Nc1ccc2c(c1)OCCO2	-1	-8	1.4	7	1.5	31*	11	-12	-1	-3
NC(=O)c1c(NC(=O)Cc2ccccc2)sc2c1CCN(Cc1ccccc1)C2	-2	2	0.8	21	-0.1	-14	25	0	6	2
CCn1nnc(NC(=O)c2ccc(-c3ccc(Cl)cc3)o2)n1	-3	5	.	1	-0.6	-7	-4	-11	1	1
COC(=O)c1cccc(N=Cc2c(O)n(Cc3ccc(F)cc3)c(=O)[nH]c2=O)c1	-1	3	0.1	0	i	9	-7	-10	-9	-6
CC(C)Oc1ccc(/C=N/NC(=O)C(CSCc2ccccc2)NC(=O)c2ccc([N+](=O)[O-])cc2)cc1 (configuration not stated)	-2	8	.	-9	-0.4	.	13	.	.	1
COc1cccc(C(C(=O)NC2CCCCC2)N(C(=O)CNC(=O)c2ccco2)c2cccnc2)c1 (configuration not stated)	-5	6	-1.4	-5	-0.2	5	29	6	-8	-4
CN(CCCNC(=O)C1CCC(=O)N1Cc1ccccc1Cl)c1ccccc1 (configuration not stated)	-1	1	.	8	-0.5	0	10	-16	13	-3
C/C(=N\NC(=O)c1ccc2c(c1)OCO2)c1ccc(NS(C)(=O)=O)cc1	.	-1	1.5	-1	-0.2	12	.	-9	.	4
Cc1ccc(S(=O)(=O)N2CCN(C(=O)c3cccs3)CC2)c(C)c1	6	5	-0.3	10	i	7	20	-5	4	-6
COc1ccccc1NC(=O)COC(=O)/C=C/c1ccccc1[N+](=O)[O-]	-1	6	.	-2	-0.2	-7	3	-5	6	0
CCCCOC(=O)CSC(=S)N(C)Cc1cccs1	-2	-12	.	3	-0.3	-4	5	9	-113	-5
CN(Cc1ccccc1)C(=O)c1ccccc1NC(=O)C1=CSCCO1	3	-6	1.5	3	-0.1	-9	19	24	3	10
COc1ccc(Cc2nc3ccc(C(=O)N(C)CCc4cnn(C)c4)cc3o2)cc1OC	0	.	0.3	7	i	3	21	-1	2	9
CCC(C)[C@H]1COCCS(=O)(=O)N1Cc1ccccc1 (some centres not stated)	-1	7	0.3	-4	1.1	-4	13	9	-73	-6
Cc1c(O)ccc(/C(Cc2ccc3ccccc3n2)=N\O)c1O	0	30	.	-3	-0.3	2	21	1	.	11
COc1cc(NC(=O)CCCl)cc(-n2cnnn2)c1	-3	-3	0.5	-2	-0.4	-4	17	-24	-2	8
c1cc(C2CCN(Cc3nc(-c4ccc5c(c4)OCO5)no3)CC2)ccn1	2	3	1.9	10	-0.5	0	35	-1	-3	1
CCOC(=O)C1C(=O)NC(N2CCN(c3ccccc3)CC2)=NC1c1ccccc1 (configuration not stated)	-2	1	.	3	0.3	0	15	-14	-7	0
O=C(Nc1cccc(Cl)c1)c1cc(S(=O)(=O)NCCc2ccc(Cl)cc2)ccc1F	10	-222	-0.3	-6	-0.2	2	17	13	-6	-7
Cc1cccc(NS(=O)(=O)c2ccc(Cl)cc2)n1	5	4	-0.3	-6	-0.7	10	-5	3	-13	-10
O=C(NC1CC1)c1ccc2nc([C@H]3C[C@H](O)[C@@H](CO)O3)[nH]c2c1	.	.	0.2	-3	i	4	.	2	.	.
O=[N+]([O-])c1cccc(-c2cnc3ccccc3n2)c1	-1	-1	0.8	3	-0.3	-5	9	2	-5	-1
Cc1noc(C)c1COc1ccc(C(=O)N2CCN(S(=O)(=O)c3ccccc3)CC2)cc1	.	0	1.2	16	-0.6	7	.	0	8	4
COc1ccc(C(=O)OCC(=O)NC2CCCCCC2)c(OC)c1	.	.	1.2	2	-0.5	2	.	-2	0	-13
CS(=O)(=O)N(CC(=O)N1CCN(Cc2ccccc2)CC1)c1cccc(Cl)c1	3	-6	2.7	12	-0.4	0	26	-10	-8	-1
Cc1nn(-c2ccccc2)c2sc(C(=O)N3CCc4ccccc4C3)cc12	1	.	.	3	i	8	15	9	-19	-4
O=C(COC(=O)c1cc(S(=O)(=O)N2CCCCC2)ccc1Cl)NCc1ccco1	3	7	0.6	14	-0.7	-1	22	-5	-7	0
CC1(C)CC2CC(C)(CN2c2ncnc3ccccc23)C1 (configuration not stated)	1	3	1.1	-3	-0.5	7	-9	11	-6	-5
CN1CCN(CCCNc2nc3ccccc3c3nc(-c4ccccc4)nn23)CC1	.	.	1.5	0	-0.8	-3	.	-5	-5	14
COc1ccc(C(=O)N/C(N)=N/c2nc3ccccc3o2)cc1	1	-2	.	3	6.7	-3	10	7	.	-47
CCN(CC)c1ncnc2c1ncn2Cc1c(Cl)cccc1Cl	-5	-5	.	-11	-0.3	5	0	10	1	-2
CC(C)Sc1nc2c(cnn2-c2ccc(Cl)cc2)c(=O)[nH]1	1	-13	2.9	8	i	5	21	-9	5	0
COc1ccc(C(=O)NCc2nnc(SCC(=O)c3ccccc3)o2)cc1	-2	-10	-0.5	4	i	6	18	2	-4	-2
Cc1ccnc(N2C(=O)C3C4CC(C(Br)C4Br)C3C2=O)c1 (configuration not stated)	3	1	.	4	i	-1	19	0	-7	6
COc1ccc(Cc2nnc(SCC(=O)N3CCCC3)o2)cc1	3	-1	0.5	-3	i	-6	8	-18	-1	4
O=C(Nc1cccc2ccccc12)NC1CCCCC1	2	.	-1.3	2	-0.7	5	21	-9	-7	4
COC(=O)c1cc(Cl)c(NC(=O)Cc2ccccc2)cc1OC	1	6	1.0	3	-0.2	2	-2	-5	-4	-8
CN(c1ccc(C(=O)NCc2ccccc2)cc1)S(C)(=O)=O	1	-2	.	-17	i	3	16	-4	-18	2
Cc1ccc(-c2nn3c(C)nnc3c3ccccc23)cc1S(=O)(=O)NCc1ccco1	0	-6	.	13	-0.4	-4	-15	-7	-4	5
COc1ccc(CCNc2ccc(S(N)(=O)=O)cn2)cc1	2	-2	1.9	3	-0.3	-3	-25	7	-4	-1
Cc1ccc(S(=O)(=O)N2[C@@H](c3ccc(F)cc3)C(C(=O)O)=CC[C@H]2c2cccs2)cc1	.	-2	-0.3	7	i	7	.	-13	1	0
Cn1c(N)c(C(=O)COC(=O)C2(c3ccc(F)cc3)CCCC2)c(=O)n(C)c1=O	1	-6	.	3	.	2	23	-12	4	-6
O=S(=O)(c1ccc(Cl)s1)N1CCN(c2ncccn2)CC1	-3	-9	3.4	1	-0.1	-6	-6	-7	1	2
CCOc1ccc(OCCC(=O)NNC(=O)c2ccccc2Cl)cc1	.	0	3.0	-4	i	4	.	-8	-16	-1
CCN(CC)S(=O)(=O)N1CCC(C(=O)NC(C)CCc2ccccc2)CC1 (configuration not stated)	1	4	.	20	i	-3	14	5	-24	4
Cc1ccccc1-c1nc(Cc2ccc(Cl)cc2)no1	0	-2	.	4	-0.3	-1	6	-1	4	-6
CCOC(=O)c1c(-n2c(C)cc(C=C3C(=O)NC(=S)NC3=O)c2C)sc2c1CCCC2	1	-12	.	-10	i	.	-4	.	4	-49
O=C(CCc1c[nH]c2ccccc12)NCC1CCCO1 (configuration not stated)	7	4	.	1	i	-4	27	-1	-2	5
CC1CCc2sc(C(=O)NNC(=O)c3ccncc3)cc2C1 (configuration not stated)	.	2	1.4	-4	i	-7	.	11	-4	5
N#CCCN(CCCN1CCOCC1)CN1C(=O)c2ccccc2C1=O	.	.	3.4	-4	-0.4	6	.	11	.	4
CC1=CC(=O)C(C(C)C)=C/C1=N/OS(=O)(=O)c1ccccc1	4	3	-0.4	2	-0.6	-4	-14	-5	.	-3
c1ccc(C[n+]2cccc(-c3ccccc3)c2)cc1	-1	-9	0.0	3	-0.3	-1	5	-14	-14	-8
COc1cccc(NC(=O)COc2cccc(-n3cnnn3)c2)c1	1	8	1.9	-1	i	12	-3	6	4	3
NS(=O)(=O)c1ccc(CCNC(=O)c2ccc3c(c2)OCO3)cc1	-8	-4	-0.6	4	i	6	8	6	-15	10
O=C(OCCOCCN=C1NS(=O)(=O)c2ccccc21)c1ccc(F)cc1	3	-3	-0.1	-2	-0.2	4	-8	-15	-1	3
Next compounds
SMILES	3CLpro inhibitor	Rv3671c inh	TcdB inh	Yp Topo-I inh	BH1578 lux ind	PrPC surface inh	DUSP3 inh	CCHF vOTU inh	SSB-PriA inh	MazEF act
COc1ccccc1N1CCN(/N=C/c2cccc(Cl)c2)CC1	3	-2	0.8	13	-0.9	0	-3	-3	.	4
Nc1ccc(N2CCOCC2)cc1C(F)(F)F	8	-6	-0.2	4	3.6	-1	23	-6	12	0
COC(=O)C1=C(C)NC(=O)C1(NC(=O)c1ccncc1)C(F)(F)F (configuration not stated)	3	3	-2.0	-1	i	8	6	12	-3	2
COc1cccc(/C=N\NC(=O)C2=NNC(=O)C2C)c1O (configuration not stated)	5	3	.	-6	-0.2	1	-12	20	.	2
CC(C)(C)C(=O)Nc1cccc(S(=O)(=O)NC2=NCCC2)c1	.	5	2.5	5	i	-3	.	0	-11	9
Cc1cc(=O)n2c(sc3ccccc32)c1C#N	0	-9	0.3	1	-0.1	2	19	-5	-2	5
Cc1ccc(C2CC(c3cccc(C)c3)n3nc(N)nc3N2)cc1 (configuration not stated)	2	-8	2.3	-9	i	18	16	-28	4	9
CN1CCN(c2ccc(S(=O)(=O)N3CCCCC3)cc2NC(=O)c2ccc3ccccc3c2)CC1	1	0	.	18	-0.2	5	15	-4	15	-4
CCOc1cc(CNn2c(C)nnc2SCC(=O)NC(C)(C)C)ccc1OCC(=O)NC(C)(C)C	-4	3	1.5	11	-0.4	1	20	0	-7	-4
Cc1nc(SCC(=O)N2CCOCC2)c2c3c(sc2n1)CCC3	.	3	0.8	13	-0.9	8	.	-23	-7	7
CC12CCC(=O)C=C1CC(O)C1C2CCC2(C)C1CCC2(C)O (configuration not stated)	.	.	1.0	-5	i	2	.	2	-12	12

Sorted by length of the SMILES (falling): 3 of the compounds above.
SMILES	3CLpro inhibitor	Rv3671c inh	TcdB inh	Yp Topo-I inh	BH1578 lux ind	PrPC surface inh	DUSP3 inh	CCHF vOTU inh	SSB-PriA inh	MazEF act
CC12CCC(=O)C=C1CC(O)C1C2CCC2(C)C1CCC2(C)O (configuration not stated)	.	.	1.0	-5	i	2	.	2	-12	12
Cc1nc(SCC(=O)N2CCOCC2)c2c3c(sc2n1)CCC3	.	3	0.8	13	-0.9	8	.	-23	-7	7
Cc1cc(=O)n2c(sc3ccccc32)c1C#N	0	-9	0.3	1	-0.1	2	19	-5	-2	5
